IDH1 R132H inh: human IDH1 R132H inhibition. IDH1-R132H enzyme, NADPH consumption, diaphorase/resazurin fluorescence. Potency, µM (titrated, usually from 76.6 µM), inactives show at the highest dose activity change, negative = inhibition, most hits filed as inhibitors. 0.093% of 390,000 active; further: on the % scale 0 is the no-effect control and ±100 the full control effect; nearly all actives have a fitted effect of over 65% in size
Target sequence (O75874 whole entry R132H, stated change not applied): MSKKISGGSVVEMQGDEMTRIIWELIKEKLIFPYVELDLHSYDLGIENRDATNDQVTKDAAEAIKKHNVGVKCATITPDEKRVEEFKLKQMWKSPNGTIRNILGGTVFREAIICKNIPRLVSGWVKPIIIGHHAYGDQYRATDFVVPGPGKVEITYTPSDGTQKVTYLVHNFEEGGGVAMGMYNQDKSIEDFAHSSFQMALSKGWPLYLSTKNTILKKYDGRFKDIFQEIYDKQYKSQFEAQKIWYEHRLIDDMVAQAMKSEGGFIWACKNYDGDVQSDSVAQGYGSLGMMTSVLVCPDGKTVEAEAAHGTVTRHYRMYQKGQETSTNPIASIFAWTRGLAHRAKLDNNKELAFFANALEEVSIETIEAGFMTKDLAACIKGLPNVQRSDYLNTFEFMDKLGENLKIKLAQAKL
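IDH1-R132H (0.5 ug/mL dispensed) in pH 7.5 Tris buffer was preincubated 30 min with compound, then given a substrate mix of 0.016 mM NADPH and 2 mM alpha-KG for 80 min at room temperature; remaining NADPH was read by diaphorase/resazurin fluorescence.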
RGS4 inh: inhibitors of human regulator of G protein signaling 4. Transcreener GDP fluorescence polarization, RGS4-accelerated GTP hydrolysis. Potency, µM (series often up to 114 µM), without a hit: top-dose activity change, negative = inhibition, hits mostly inhibitors. 0.039% of 390,000 active. AID 504845; further: on the % scale 0 is the no-effect control and ±100 the full control effect; nearly all actives have a fitted effect of over 75% in size; some results filed as inactive show a strong effect at the top dose
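MLSMR compounds (23 nl, pin-transferred) preincubated 10 min at room temperature with a 500nM (2x) first reagent, then RGS4 at 900nM (2x) plus Transcreener GDP mix added; fluorescence polarization (620/688 nm) read before and after 90 min at 30 °C.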
TrxR1 inh: inhibitors of rat thioredoxin reductase 1 | 1% of 390,000 active | Potency, µM (doses to about 114 µM), for inactives: top-dose activity change, negative = inhibition, actives largely listed as inhibitors | O89049 | recombinant rTrxR1, NADPH fluorescence consumption, selenite substrate | AID 588453; further: on the % scale 0 is the no-effect control and ±100 the full control effect; nearly all actives have a fitted effect of over 65% in size
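Rat TrxR1 (90 nM in the dispensed reagent) was pre-reduced with 400 uM NADPH for 5 min at room temperature, then incubated with compound for 15 min. After 400 uM selenite was added, NADPH fluorescence (Ex 340/Em 450 nm) was followed for 8 min.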
RXFP1 agonist: activates the human relaxin receptor RXFP1 | Q9HBX9 | HEK293T-RXFP1 cAMP TR-FRET, 30 min; response scale: percent of porcine relaxin response, buffer zero | Potency, µM (titrated, usually from 57.5 µM), without a hit: at the top dose activation, most hits filed as activators | 0.3% of 370,000 active | AID 2676; further: on the % scale 0 is the no-effect control and ±100 the full control effect; nearly all actives have a fitted effect of over 60% in size; many of its hits are not listed in these tables
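HEK293T cells stably expressing RXFP1 were pretreated with the PDE4 inhibitor Ro 20174, exposed to compounds for 30 min at 37C, lysed, and cAMP was read by TR-FRET. Data normalized to buffer (basal) and 29 nM porcine relaxin (100%).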
TrxR1 substrate: rat thioredoxin reductase 1 substrate activity. Potency, µM (doses to about 114 µM), without a hit: at the highest dose activity change, negative = substrate turnover. AID 588456. purified TrxR1 substrate turnover, NADPH consumption readout. 0.01% of 390,000 active; further: on the % scale 0 is the no-effect control and ±100 the full control effect; nearly all actives have a fitted effect of over 50% in size
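Rat TrxR1, dispensed at 90 nM, was prereduced with 400 uM NADPH (final) for 5 min at ~22 deg C, then incubated with compound 15 min before 400 uM selenite. A first-read NADPH fluorescence drop versus no-compound background flagged substrates.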
ALOX12 inh: inhibitors of human 12S-lipoxygenase ALOX12; P18054; purified 12hLO, xylenol orange hydroperoxide absorbance; Potency, µM (titrated, usually from 108 µM), inactives show at the top dose activity change, negative = inhibition, actives largely listed as inhibitors; 1.1% of 580,000 active; AID 1671190; further: on the % scale 0 is the no-effect control and ±100 the full control effect
Target sequence (P18054 whole entry, looked up): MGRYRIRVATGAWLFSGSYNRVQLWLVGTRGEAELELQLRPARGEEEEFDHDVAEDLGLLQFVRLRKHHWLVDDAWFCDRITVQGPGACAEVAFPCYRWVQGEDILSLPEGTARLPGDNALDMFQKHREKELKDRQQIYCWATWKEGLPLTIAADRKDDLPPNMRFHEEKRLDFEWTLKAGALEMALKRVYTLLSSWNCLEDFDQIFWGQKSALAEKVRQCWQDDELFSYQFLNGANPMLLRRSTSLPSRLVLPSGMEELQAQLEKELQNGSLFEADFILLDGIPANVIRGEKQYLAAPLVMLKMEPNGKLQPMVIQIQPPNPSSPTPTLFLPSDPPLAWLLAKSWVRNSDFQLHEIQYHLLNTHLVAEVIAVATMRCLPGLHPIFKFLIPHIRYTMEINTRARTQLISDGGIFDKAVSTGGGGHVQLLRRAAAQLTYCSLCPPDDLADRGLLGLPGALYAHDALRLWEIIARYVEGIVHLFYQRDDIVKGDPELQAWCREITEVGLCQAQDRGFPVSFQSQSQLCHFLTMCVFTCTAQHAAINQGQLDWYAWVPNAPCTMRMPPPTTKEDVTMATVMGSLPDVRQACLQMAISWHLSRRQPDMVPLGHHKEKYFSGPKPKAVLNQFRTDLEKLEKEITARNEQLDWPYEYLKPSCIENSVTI
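Purified human 12hLO (150 nM final) in 25 mM Hepes, 0.01% Triton X-100, pH 7.0 was preincubated 15 min at room temperature with compound. Then 40 uM arachidonic acid was added, 30 min. Hydroperoxide was read by Fe-XO absorbance ratio 573/405 nm.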
USP1 inh: USP1/UAF1 (human) deubiquitinase inhibition; O94782; recombinant USP1/UAF1, Ub-Rhodamine cleavage fluorescence; Potency, µM (titrated, usually from 57.1 µM), inactives show top-dose activity change, negative = inhibition, usual class: inhibitors; 0.23% of 390,000 active; AID 743255; further: on the % scale 0 is the no-effect control and ±100 the full control effect; nearly all actives have a fitted effect of over 60% in size; inactives centre near -12
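In this screen, compounds sit with the deubiquitinase complex (1nM) for 15 min at room temperature before Ub-Rho is added at 150nM final. Fluorescence rise is then followed for 6 reads every 60 seconds.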
Vif-A3G inh: blocks the Vif interaction with human APOBEC3G; Q9HC16; HeLa A3G-eYFP + Vif (tagged APOBEC3G with the HIV-1 protein that degrades it), YFP fluorescence, overnight; Potency, µM (highest dose often 46.1 µM), for inactives: at the top dose activity, negative = active, hits mostly inhibitors; 0.076% of 410,000 active;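 further: on the % scale 0 is the no-effect control and ±100 the full control effect; nearly all actives have a fitted effect of over 60% in size; hits raise eYFP signal because A3G escapes Vif-driven loss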
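HeLa cells stably expressing Vif and C-terminally eYFP-tagged A3G, seeded overnight at 37 deg C, then exposed to compound by pintool overnight at 37 deg C. Rise in yellow fluorescence (Ex 488/Em 500-530, Acumen) marks blocked Vif-driven A3G degradation.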
Vif-APOBEC3F blk: Vif-A3F binding inhibition; HeLa A3F-eYFP + Vif (tagged APOBEC3F with the HIV-1 protein that degrades it), YFP fluorescence increase; Potency, µM (highest dose often 46.1 µM), for inactives: top-dose activity, negative = active; 0.2% of 390,000 active; AID 602313; further: % of control where 0% means no effect; nearly all actives have a fitted effect of over 65% in size
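HeLa cells stably expressing Vif plus C-terminally eYFP-tagged A3F were seeded, incubated overnight at 37 deg C, dosed with compound, incubated overnight again at 37 deg C. Yellow fluorescence (Ex 488/Em 500-530) reported blocked Vif-mediated A3F-eYFP degradation.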
An asterisk follows results filed as active; ? = inconclusive; . = no result given; [ ] = dose if it differs, or a comment. The call rests on the fitted dose curve; in most records, active means well fitted curve in the direction sought with a large enough effect; inconclusive means small, poorly fitted or top-dose-only effect, or another doubt; inactive means no such curve, though single readings can be large; an effect the other way counts as inactive or inconclusive. Potency means the concentration at half of the fitted maximal effect. A portion of the library (hit frequency here may not be typical).

1) CCOc1ccccc1CNC(=O)CCCN1C(=O)COc2ccc(C)cc21
2) O=C(CN1C(=O)NC2(CCCC2)C1=O)OCc1ccc(Cl)cc1Cl
3) CCN(CC)S(=O)(=O)c1ccc(C(=O)N2CCN=C2SCc2cccnc2)cc1
4) CCN(CC)S(=O)(=O)c1cccc(NC(=O)CC2CCCC2)c1
5) CCC(=O)Nc1c(C(=O)N2CCN(c3ccccn3)CC2)cnn1-c1ccc(C)cc1
6) CNC(=O)C1(C)C=CC2(CCCCC2)N1C(=O)OC (stereo not drawn)
7) C/C(=N\N=C1\NC(=O)C(CC(=O)Nc2ccc(Cl)cc2)S1)c1ccco1 (stereo not drawn)
8) Cc1ccc(S(=O)(=O)N(C)CC(=O)Oc2ccc(-c3nnco3)cc2)cc1
assay / entry | 1 | 2 | 3 | 4 | 5 | 6 | 7 | 8
IDH1 R132H inh | . | 5% | -1% | 2% | 2% | -5% | -6% | 1%
RGS4 inh | -8% | -13% | -39% | -25% | -7% | -9% | -28% | -34%
TrxR1 inh | -9% | -12% | 12% | 12% | -3% | 11%[57.1 µM] | 3%[57.1 µM] | -14%
RXFP1 agonist | -0.3% | 1.7% | -0.8% | 2.6% | -1.2% | . | 1.1% | 0.3%
TrxR1 substrate | -6% | -11% | 2% | 2% | 14% | 7%[57.1 µM] | 3%[57.1 µM] | 3%
ALOX12 inh | -8% | -15% | 0% | 3% | -2% | 1% | -3% | -23%
USP1 inh | -10% | -10% | -14% | -21% | -15% | -28% | -10% | -16%
Vif-A3G inh | . | 1% | 0% | -10% | 2% | 5% | -1% | 0%
Vif-APOBEC3F blk | . | -15% | 3% | -14% | 1% | -5% | -9% | -18%

9) Cc1ccc(-c2noc(C3CCCN(C(=O)c4ccccc4)C3)n2)o1 (stereo not drawn)
10) Cc1ccc(NC(=O)N2CCC(C(=O)c3ccc(F)cc3)CC2)cc1
11) CCc1ccc(N(CC(=O)NC2CCCC2)S(=O)(=O)c2c(C)noc2C)cc1
12) CCOc1ccccc1N=NC1C(=O)N(C(N)=S)N=C1C (stereo not drawn)
13) CCc1ccc(NC(=O)Nc2ccc3c(c2)CCC3)cc1
14) COC(=O)C(CCSC)NC(=O)c1cc2c(n(-c3ccc(C)cc3)c1=O)CC(C)(C)CC2=O (stereo not drawn)
15) C=CCOC(=O)C(=O)/C=C/c1c(C)n(C)n(-c2ccccc2)c1=O
16) CCN(C(=O)CSc1nnc(NCc2ccccc2)s1)C1CCS(=O)(=O)C1 (stereo not drawn)
assay / entry | 9 | 10 | 11 | 12 | 13 | 14 | 15 | 16
IDH1 R132H inh | 6% | 0% | 9% | 7% | 16% | -7% | -4%[38.3 µM] | 9%
RGS4 inh | -9% | -11% | -7% | -26% | 12% | 10% | 4% | -5%[56.9 µM]
TrxR1 inh | ? | 4% | 19% | -5% | 20% | -2% | 1% | 13%
RXFP1 agonist | 1.9% | 1.5% | 1.9% | 9.2% | 4.7% | 0.2% | 0.8% | 0.5%
TrxR1 substrate | 29% | 3% | 1% | 2% | -2% | 0% | -6% | 1%
ALOX12 inh | -16% | -12% | 11% | -1% | 8% | 1% | -24% | 2%
USP1 inh | -14% | -12% | -22% | -18% | -4% | -4% | -32% | -22%
Vif-A3G inh | 0% | -1% | -3% | 0% | 4% | 1% | 1% | 12%
Vif-APOBEC3F blk | 0% | -1% | -5% | ? | 1% | 1% | -3% | 3%

17) S=c1[nH]nc(COc2ccccc2)n1/N=C/c1ccc(Br)cc1
18) O=C(CN1C(=O)NC2(CCCC2)C1=O)OCc1cccc(Br)c1
19) CN(C)c1ccc(CNCCC2(O)CCOC(C)(C)C2)cc1 (stereo not drawn)
20) CN(C)NC(=S)Nc1cccc(Cl)c1
21) Cc1c(C(=O)Nc2ccncc2)oc2c1C(=O)CC(C)(C)C2
22) Cc1ccc(COc2cccc(/C=N/NC(=O)c3nnn(-c4nonc4N)c3C)c2)cc1
23) CCc1ccc(C2(C)SC(NC(C)=O)=NN2C(C)=O)cc1 (stereo not drawn)
24) CC(=O)c1nn(-c2cccc(Br)c2)cc1C(=O)c1ccco1
assay / entry | 17 | 18 | 19 | 20 | 21 | 22 | 23 | 24
IDH1 R132H inh | -6% | -7% | 13% | 1% | -8% | 12% | 8% | 3%
RGS4 inh | ? | -17% | 12% | 12% | 19% | 10% | -33% | -12%
TrxR1 inh | 2% | 0% | 0%[11.4 µM] | 6% | -19%[57.1 µM] | 12% | -9% | -9%
RXFP1 agonist | -1.8% | 0.6% | -2.6% | 0.4% | 0.5% | 2.3% | 0.6% | -0.9%
TrxR1 substrate | 0% | 0% | 4%[11.4 µM] | 1% | -1%[57.1 µM] | -4% | -2% | -6%
ALOX12 inh | 0% | 24% | ? | 219%[activator] | 20% | 12% | 1% | -21%
USP1 inh | -26% | -24% | -2% | -13% | 5% | -7% | -11% | -17%
Vif-A3G inh | 1% | -1% | 1% | -8% | -6% | 0% | -4% | -2%
Vif-APOBEC3F blk | 0% | 3% | -9% | -2% | -1% | 0% | -1% | .

25) Cc1nnc(SCC(=O)NCC2COc3ccccc3O2)s1 (stereo not drawn)
26) Cc1noc(NC(=O)c2ccc(F)cc2)c1C#N
27) Cc1cccc(C2=NN(c3ccccc3)[C@@H](C(=O)N3CCOC3=O)[C@@H]2c2ccc(Cl)cc2)c1
28) Cc1ccc(-c2noc(-c3ccccc3NC(=O)c3ccccc3)n2)cc1
29) O=C(NC(=S)Nc1cc([N+](=O)[O-])ccc1Cl)c1ccccc1
30) CC1(c2ccccc2Br)NC(=O)N(CC(=O)N2CCc3ccccc3C2)C1=O (stereo not drawn)
31) CCCc1nnc(SCC(=O)Nc2ccc3c(c2)OCCO3)n1CCOC
32) Cc1ccc(C(=O)Nc2nc(N)n(-c3ccccc3)n2)cc1
assay / entry | 25 | 26 | 27 | 28 | 29 | 30 | 31 | 32
IDH1 R132H inh | 7% | 3% | 5%[38.3 µM] | 5% | -5% | 3% | 2% | -3%
RGS4 inh | -16% | 2%[11.4 µM] | 16% | -5% | ? | -39% | 25% | -12%
TrxR1 inh | 4% | 0%[57.1 µM] | 80%[activator] | 19% | 20%[57.1 µM] | -17% | 5%[57.1 µM] | 9%[57.1 µM]
RXFP1 agonist | 4.0% | -1.1% | . | -3.5% | -0.1% | . | -1.6% | 0.0%
TrxR1 substrate | -1% | 0%[57.1 µM] | 33% | 4% | 5%[57.1 µM] | -12% | 1%[57.1 µM] | 5%[57.1 µM]
ALOX12 inh | 0% | 374%[activator] | ? | -14% | ? | 91% | ? | ?
USP1 inh | -8% | -9% | ? | 5% | -4% | -11% | -20% | 1%
Vif-A3G inh | -1% | -4% | -3% | 2% | -2% | -1% | 3% | 0%
Vif-APOBEC3F blk | 3% | -9% | -2% | -1% | -18% | 6% | 2% | 7%

33) O=C(NNC(=O)C1CC(c2cccnc2)=NO1)Nc1ccccc1F (stereo not drawn)
34) CC(=O)N1c2ccccc2S(=O)(=O)c2ccccc21
35) O=C(Nc1cccc(Cn2cccn2)c1)c1cc2c(s1)CCCC2
36) C=CCc1ccc(OCC(O)CN2CCN(Cc3ccc(Cl)cc3)CC2)c(OC)c1 (stereo not drawn)
37) Cc1ccc(S(=O)(=O)N2[C@@H](c3ccc(Br)cc3)C(C(=O)O)=CC[C@H]2c2cccc(C)c2)cc1
38) Cc1ccccc1S(=O)(=O)N1C[C@H]2CON(C)[C@H]2C[C@H]1c1cccc(-c2ccc(C#N)cc2)c1
39) Cc1ccc(C(=O)NCc2ccco2)cc1Br
40) CC(=O)O/C(=C\c1cn(C(C)=O)c2ccccc12)C(=O)O
41) O=C(N/N=C(\c1ccccc1)c1ccccn1)c1cccc([N+](=O)[O-])c1
42) Oc1cccc2c(NC(=S)Nc3ccc(SC(F)F)cc3)cccc12
assay / entry | 33 | 34 | 35 | 36 | 37 | 38 | 39 | 40 | 41 | 42
IDH1 R132H inh | -1% | -8% | 5% | 2% | -3% | -7%[38.3 µM] | 6% | 4% | 14% | 5%
RGS4 inh | 19%[56.9 µM] | -7% | 41% | -2% | 1% | -4% | -34% | 8% | -20% | -47%
TrxR1 inh | 17% | 0% | -10% | -3% | 10% | 11% | 18µM* | 11% | -7%[57.1 µM] | 4%
RXFP1 agonist | 0.9% | -0.2% | 3.0% | 0.3% | . | . | 2.5% | 1.4% | 3.5% | 2.7%
TrxR1 substrate | 0% | -6% | -6% | 3% | 1% | -2% | 1% | -2% | -11% | 15%
ALOX12 inh | 0% | 0% | -8% | ? | ? | ? | -24% | 45% | . | ?
USP1 inh | -12% | ? | -12% | -24% | -4% | -31% | -7% | -7% | -21% | ?
Vif-A3G inh | -1% | 1% | -1% | -5% | 2% | -11% | -1% | -1% | -2% | -11%
Vif-APOBEC3F blk | 8% | -2% | -23% | 0% | 5% | -7% | -4% | 2% | 0% | -2%

2 entries picked at random from the list so far:
39) Cc1ccc(C(=O)NCc2ccco2)cc1Br
41) O=C(N/N=C(\c1ccccc1)c1ccccn1)c1cccc([N+](=O)[O-])c1
assay / entry | 39 | 41
IDH1 R132H inh | 6% | 14%
RGS4 inh | -34% | -20%
TrxR1 inh | 18µM* | -7%[57.1 µM]
RXFP1 agonist | 2.5% | 3.5%
TrxR1 substrate | 1% | -11%
ALOX12 inh | -24% | .
USP1 inh | -7% | -21%
Vif-A3G inh | -1% | -2%
Vif-APOBEC3F blk | -4% | 0%

Screening results deposited in PubChem by National Center for Advancing Translational Sciences (NCATS).
